Screening results deposited in PubChem BioAssay by Sanford-Burnham Center for Chemical Genomics.
HT1080 cytotoxicity: cytotoxicity in HT1080 fibrosarcoma cells, cell-based, fluorescence readout (AID 620); HT1080 viability, fluorescence; higher % means a stronger effect; one-dose cytotoxicity, % at 10 µM; EC50 in µM for titrated hits; 87,000 compounds, 0.42% hits; in the data active = cytotoxicity above about 50%;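 note: cells exposed to compound overnight then 4 h with Alamar Blue; 0% = vehicle DMSO and 100% = killing control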
An asterisk follows results filed as active. A portion of the library; rates above refer to the full screens.

SMILES	HT1080 cytotoxicity
CCn1c(Cc2c(C)[nH]c3ccccc23)nnc1SCC(=O)NCc1ccccc1	-22%
Cc1ccc(C)c(OCCOCCN2CC(C)OC(C)C2)c1C (centres undefined)	-1%
CCN(CC)C(=O)C(=O)c1cccn1-c1cccc(Cl)c1C#N	2%
Cn1c(-c2ccc(-c3ccccc3)cc2)c[nH]c1=S	-8%
O=C(CCCCCCCC(=O)NCC1CCCO1)NCC1CCCO1 (centres undefined)	-7%
COCCN(C(=O)CC(C)(C)C)c1nnc(-c2cccnc2)s1	0%
CC1(C)CC(=O)C2=C(C1)N(c1ccccc1)C(N)=C(C#N)C2c1ccccc1 (centres undefined)	2%
CCCCn1c(SCc2ccccn2)nc2c1c(=O)n(C)c(=O)n2C	-2%
O=C(Nc1ccc2oc(-c3ccc4ccccc4c3)nc2c1)c1cccs1	-7%
CCC(C)(C(=O)NC1CCCCC1)N(Cc1ccco1)C(=O)Cc1cccs1 (centres undefined)	0%
COc1ccc(C(C)C)cc1S(=O)(=O)Nc1ccccn1	9%
CCOC(=O)C1=C(C)N(C)C(=O)NC1c1cccc([N+](=O)[O-])c1 (centres undefined)	-18%
Cn1c(SCC(=O)Nc2nccs2)nnc1-c1ccc(S(=O)(=O)N2CCCC2)cc1	-8%
CCOC(=O)C1C(=O)CC(C)(O)C(C(=O)OCC)C1c1ccc(F)cc1 (centres undefined)	2%
CCOC(=O)N1CCN(C(=O)CN(c2ccc(OC)cc2)S(C)(=O)=O)CC1	-3%
CC(C)NC(=O)CSCc1c(F)cccc1Cl	7%
CCOc1ccc(N/C(=C(/C(Cl)=C(Cl)Cl)[N+](=O)[O-])n2cncn2)cc1	6%
COc1cccc(C(=O)N2CCN(Cc3cc(Br)ccc3OC)CC2)c1	-7%
COc1nc(OCCNC(C)=O)nc(N(C)C)n1	-6%
Cc1ccc(CCNC(=O)C2CCCN(S(=O)(=O)c3cccs3)C2)cc1 (centres undefined)	2%
Cc1cc(C)c(NC2=NS(=O)(=O)c3ccccc32)c(C)c1	2%
CCCSc1nc(-n2ncc(C#N)c2N)c2c3c(sc2n1)CCC(C)C3 (centres undefined)	6%
O=C(Oc1cc(-c2ccccc2)no1)c1ccc(Cl)cc1	7%
O=[N+]([O-])c1cccc(N=NN(CCO)c2cccc([N+](=O)[O-])c2)c1	12%
COC(=O)c1ccc(C(NC(=O)OCc2ccccc2)/C(F)=C/[C@@H](C)C(=O)Nc2ccc(OC)cc2)cc1 (some centres undefined)	-36%
CCOC(=O)Nc1cccc(C(=O)O)c1	3%
O=C(CCc1nc(-c2ccccc2)no1)NC1CCCCC1	2%
CCN(CC)C(=O)CN1C(=O)COCC1=O	8%
Cc1ccc(OCC(=O)Nc2ccc(S(=O)(=O)N3CCN(C)CC3)cc2)cc1	-4%
C/C(=N/Oc1nc(C)cc(C)n1)c1ccc(Cl)cc1Cl	-1%
Cn1nccc1C(=O)N1CCc2ccccc21	-14%
N#Cc1nc(COc2ccccc2Cl)oc1NCc1ccco1	-17%
CC1CN(S(=O)(=O)c2cccc(C(=O)NCCCn3ccnc3)c2)CC(C)O1 (centres undefined)	22%
Cn1cnnc1SCC(=O)c1ccc2c(c1)OCCO2	-3%
COc1ccc(Cn2c(C)c(C)c(C#N)c2NC(=O)Nc2ccc(Cl)cc2)cc1	0%
Cc1ccc(-c2nn(CC(=O)Nc3cccnc3)c(=O)c3ccccc23)cc1	-18%
Cc1cc(C)n(Cc2ccc(C(=O)O)cc2)n1	-2%
Cn1c(-c2c(N)n(CCCc3ccccc3)c3nc4ccccc4nc23)nc2ccccc21	2%
CN(CC(=O)NCCc1ccccc1)S(=O)(=O)c1cccc2nsnc12	4%
Cc1ccc(OCCCN2CCCC2)c(C)c1	-6%
COC(=O)CNc1c(-c2ccccc2)nc2ccc(Br)cn12	42%
CCC1=C(OC(=O)N(CC)CC)N2C(=O)OC(=NCc3ccccc3)[C@]2(C)[C@H]2C1=CC[C@H]1C(=O)N(c3ccccc3)C(=O)[C@H]12	-12%
O=C(NCc1cccnc1)c1ccc(COc2cccc3ccccc23)o1	4%
Cc1oc2ccc(OCc3ccccc3F)cc2c1C(=O)O	4%
Cc1cccc(NC(=S)NC2CC3CCCC(C2)N3CC(C)C)c1C (centres undefined)	13%

Structural class, the entries above with an aryl thioether with sulfur outside any ring
SMILES	HT1080 cytotoxicity
CCn1c(Cc2c(C)[nH]c3ccccc23)nnc1SCC(=O)NCc1ccccc1	-22%
CCCCn1c(SCc2ccccn2)nc2c1c(=O)n(C)c(=O)n2C	-2%
Cn1c(SCC(=O)Nc2nccs2)nnc1-c1ccc(S(=O)(=O)N2CCCC2)cc1	-8%
CCCSc1nc(-n2ncc(C#N)c2N)c2c3c(sc2n1)CCC(C)C3 (centres undefined)	6%
Cn1cnnc1SCC(=O)c1ccc2c(c1)OCCO2	-3%

Reprinted at random: 5 entries already listed
SMILES	HT1080 cytotoxicity
Cn1c(-c2c(N)n(CCCc3ccccc3)c3nc4ccccc4nc23)nc2ccccc21	2%
Cc1cc(C)n(Cc2ccc(C(=O)O)cc2)n1	-2%
Cc1ccc(OCCCN2CCCC2)c(C)c1	-6%
O=C(NCc1cccnc1)c1ccc(COc2cccc3ccccc23)o1	4%
Cc1oc2ccc(OCc3ccccc3F)cc2c1C(=O)O	4%

Continuation.
SMILES	HT1080 cytotoxicity
CCOC(=O)C1=C(C)NC(=S)N(C(C)=O)C1c1ccc(Cl)cc1 (centres undefined)	-19%
CCOc1ccc(Nc2nc(N3CCCCC3)nc(N3CCCCC3)n2)cc1	-2%
CCCC(c1nnnn1CC1CCCO1)N1CCN(c2nc3ccccc3s2)CC1 (centres undefined)	4%
O=c1c2c(nc3n1CCCCC3)sc1c(O)c(Br)ccc12	-1%
Cc1cccc(C)c1OCCCN1CCCC1	-5%
CCC1CCCCN1C(=O)CCCOc1ccccc1 (centres undefined)	-4%
CCN(CC)Cc1c(O)ccc2c([N+](=O)[O-])c(C)n(-c3ccc(OC)cc3)c12	3%
CCOC(=O)c1ccc(NC(=O)CSc2nnnn2C2CCCCC2)cc1	-4%
COc1cccc(C(=O)Nc2ccccc2)c1	-5%
c1ccc(Cn2nnnc2CN2CCOCC2)cc1	-8%
Cc1ccc(S(=O)(=O)N(C)C2(C)CCS(=O)(=O)C2)cc1 (centres undefined)	2%
CCc1nnc(NC(=O)Cn2nc(-c3ccc(OC)c(OC)c3)ccc2=O)s1	-10%
Cc1cc(=O)oc2cc(OCC(=O)Nc3nnc(C(C)C)s3)ccc12	7%
CC(c1ccccc1)C1CC(=O)N(C2CCCCC2)C1=O (centres undefined)	-13%
CC1CCN(C(=O)N2c3ccccc3Sc3ccccc32)CC1	-18%
NC(=O)c1ccc(NC(=O)C2CCCO2)cc1 (centres undefined)	-16%
O=C(NC1(C(=O)NC2CCCCC2)CCCCC1)c1ccccn1	-8%
COc1ccc(/C(N)=N/OC(=O)c2cccc([N+](=O)[O-])c2)cc1	-2%
Cc1cc(NC(=O)C2C3C=CC(C3)C2C(=O)O)no1 (centres undefined)	-3%
CC1=C(C(=O)OCc2ccccc2)C(c2ccc(Cl)cc2Cl)NC(=O)N1CCCCCC(=O)O (centres undefined)	-23%
Cc1ccc(N2C(=O)N(CC(=O)NCc3ccc(Cl)cc3)C(=O)C2C)cc1 (centres undefined)	-13%
CCN1C(=O)/C(=C2/Sc3ccc(OC)cc3N2C)SC1=Nc1ccc(C)cc1	-12%
COc1ccc(CCNC2CC(=O)N(CCc3ccccc3)C2=O)cc1 (centres undefined)	-1%
CCn1c(=O)cc(SCC(=O)N(C)Cc2ccccc2)c2ccccc21	6%
CCNc1nc(NCC)nc(C(=O)Nc2ccccc2)n1	-9%
Cn1cc(C(c2ccccn2)c2cn(C)c3ccccc23)c2ccccc21	-17%
C/C=C(\C)CN1CCN(c2cccc(C)c2C)CC1	11%
C=CCc1c(C)nc(C)nc1N/N=C/c1ccc([N+](=O)[O-])cc1	-5%
CC(=O)Nc1ccc(-n2cnnn2)cc1	5%
O=C(Cc1cnn(-c2ccccc2)c1)c1ccc(O)c(O)c1O	8%
O=C(Nc1cccc(C(F)(F)F)c1)c1cc2ncc(Br)cn2n1	17%
COC(=O)c1ccc(CSc2nc3ccccc3c(=O)n2-c2ccccc2)o1	-11%
COc1ccc(N(C(=O)c2ccco2)C(C(=O)NC2CCCCC2)c2ccccc2)cc1 (centres undefined)	2%
CCOc1ccccc1CNCCO	-4%
CCC(C)N=CC1=C(O)C(C(=O)OC)C(C)(C)CC1=O (centres undefined)	-1%
CN1CCN(C(=S)Nc2ccc(Cl)cc2Cl)CC1	4%
CCOCCN1CCN(c2c(CC)c(C)nc3cc(-c4cc(OC)cc(OC)c4)nn23)CC1	5%
CSC1=NC2C(N1)N(C)C(=O)N2C (centres undefined)	-2%
CC(C)OC(=O)c1c(NC(=O)c2ccco2)sc2c1CCCCC2	-14%
CCOC(=O)c1cccnc1SCC(=O)N(CC)c1cccc(C)c1	7%
COc1ccccc1CNCc1ccc(OC)c(OC)c1OC	8%
O=C(O)C1C2C=CC(C2)C1C(=O)Nc1cccc(C(=O)N2CCCCC2)c1 (centres undefined)	-2%
Cc1cc(C)nc(SCC(=O)c2c(N)n(C)c(=O)n(C)c2=O)n1	-12%
c1ccc(CNc2ncnc3c2cnn3Cc2ccccc2)cc1	19%
CC1=Nc2ccccc2/C1=C\c1nc(-c2ccc(C(F)(F)F)cc2)oc1O	-3%
CCc1ccc(CN/C=C/C(=O)c2ccc(Br)cc2)cc1	-34%
Cc1ccc(CN(c2ccc(C(=O)Nc3cccnc3)cc2)S(C)(=O)=O)cc1	2%
COc1ccc(N/C=C\C(=O)c2ccc3c(c2)OCO3)cc1	0%
NC(=O)C1CCN(C(=O)CCc2nc3ccccc3c(=O)[nH]2)CC1	-8%
CCCN1Cc2cccc(C(=O)Nc3ccc(CC)cc3)c2C1=O	-10%
COc1ccc(CC(=O)NC2CC(C)(C)NC(C)(C)C2)cc1	1%
CCCC(=O)Nc1nc2nc(-c3ccccc3)cc(-c3ccccc3)n2n1	-6%
Cn1nc([N+](=O)[O-])nc1Oc1ccccc1N	-3%
CCOc1nc(NCc2ccco2)nc(Nc2ccccc2F)n1	6%
CC1(C)OC(=O)C(=NNc2ccc(O)cc2)C(=O)O1	29%
COc1ccc(CCN2C(=S)NC3CC2(C)Oc2ccc([N+](=O)[O-])cc23)cc1OC (centres undefined)	20%
COCCNS(=O)(=O)c1cccn1-c1ncc(C(F)(F)F)cc1Cl	5%
CC(C)CC(=O)c1c[nH]c(C(=O)NCc2cccs2)c1	13%
COC(=O)c1ccccc1NC(=O)C1CC(=O)N(c2ccc(C)c(C)c2)C1 (centres undefined)	1%
Cn1c(SCC(=O)C(C)(C)C)nnc1-c1ccncc1	21%

The results go on:
SMILES	HT1080 cytotoxicity
COc1ccc(-c2cc(-c3cccs3)c(C#N)c(SCC(=O)NCc3ccccc3)n2)cc1	-5%
Cc1ccccc1OCCn1cc(/C(N)=N/O)c2ccccc21	1%
O=c1[nH]cnc2scc(-c3ccccc3)c12	5%
Cn1c(N)c(C(=O)COC(=O)c2cc(C(F)(F)F)nc3c(C(F)(F)F)cccc23)c(=O)n(C)c1=O	20%
CCCN1C=CC(=C/C=C(\C#N)C(=O)OCC)C=C1	-12%
Cc1cccc(NC(=O)CSc2nc3c(c(=O)[nH]2)CCCC3)c1C	-5%
CC(C)(C)C1CCC(=NNS(=O)(=O)c2ccc(Br)cc2)CC1 (centres undefined)	-6%
O=C1CC(c2c[nH]c3ccccc23)C(=O)N1c1ccccc1 (centres undefined)	-6%
CCOC(=O)c1c(N)sc(C(O)(C(F)(F)F)C(F)(F)F)c1-c1ccccc1	13%
O=C1C2C3C=CC([C@@H]2C(=O)N1Cc1cccnc1)C31CC1 (some centres undefined)	-6%
CCOC(=O)c1ccc(N2C(=O)CC(N(Cc3ccc4c(c3)OCO4)C(=O)Nc3ccccc3)C2=O)cc1 (centres undefined)	2%
CCOC(=O)C1CN(S(=O)(=O)c2ccccc2)CCN1S(=O)(=O)c1ccccc1 (centres undefined)	-7%
NC(=O)Cc1cn(-c2ncc(C(F)(F)F)cc2Cl)c2ccccc12	-1%
COc1cc(C2NC(=O)C(C#N)=C(S)N2c2ccc(C)cc2)ccc1OC(C)C (centres undefined)	-2%
COc1cccc(-c2nnn(CCc3nn[nH]n3)n2)c1	7%
COc1ccccc1NC(=O)CSc1nc(C)c2c(c1C#N)CCCC2	-7%
O=C(Nc1ccc(N2CCCC2)cc1)C(c1ccccc1)c1ccccc1	-4%
CCCCCn1c(=O)[nH]c2cc(C(=O)NCc3ccco3)ccc2c1=O	1%
Cc1ccc(SC(C)C(=O)Nc2cccnc2)cc1 (centres undefined)	4%
COc1ccc([C@H]2[C@@H](C#N)[C@H](C#N)N3CCCN23)cc1	6%
CCOC(=O)c1oc2ccccc2c1CN1CCN(C)CC1	5%
CCOC(=O)c1[nH]c2ccc(Br)cc2c1NC(=O)CCN1CCC(C)CC1	-4%
CCOC(=O)c1c(NC(=O)Nc2ccc(Cl)cc2)sc(C)c1C	11%
CCc1nc(Nc2ccc(OC)c(OC)c2)c2nnn(Cc3ccccc3Cl)c2n1	1%
CCOC(=O)N1CCN(CC(O)COCCC23CC4CC(CC(C4)C2)C3)CC1 (centres undefined)	1%
Cc1ccccc1C(=O)NCc1nnc(SCC(=O)N2c3ccccc3Sc3ccccc32)n1C	-6%
CCCN1C(=O)C(Cc2nc3ccccc3c(=O)n2C)c2ccccc21 (centres undefined)	-16%
COC(=O)CSc1ncnc2c1sc1nc(N3CCOCC3)c3c(c12)CCCC3	-8%
